# Source: PubChem BioAssay
# CHOP UPR activ = activators of apoptotic arm of unfolded protein response (CHOP). 0.34% of 330,000 active. CHO-CHOP luciferase reporter, UPR activation, luminescence; percent of tunicamycin response over DMSO baseline. AID 449763. activation, % at 10 µM;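 active means at 10 µM dose, activation of 40% or more, normalized to positive control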;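 further: 100% = tunicamycin at 10 µg/mL and 0% = DMSO alone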
#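 Dosing – one dose, 10 µM in 0.5% DMSO · System – CHO-CHOP cells, stable luciferase reporter of PERK-eIF2a-CHOP signalling · Input – 500 cells/well · Control set – tunicamycin 10 µg/mL final as positive, DMSO-only wells as negative · Timing – 6 h compound treatment, 37 °C · Measure – % activation vs tunicamycin · Technique – luminescence read with Steady-Glo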
# CCR6 antag = antagonists of human CCR6 receptor; CHO-K1 CCR6 PathHunter beta-arrestin, luminescence, CCL20-stimulated; inhibition, % at 20 µM; 0.49% of 340,000 active; AID 493098;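 active means compounds whose inhibition of the agonist-driven luminescence signal at 20 µM reaches about 50%, limit read from the data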;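 further: cells stimulated with CCL20 at 14 nM final; plate controls were DMSO with CCL20 for no effect and DMSO without agonist for full effect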
# APJ antag = blocks the human apelin receptor APJ. P35414. CHO-K1 APJ beta-arrestin complementation, luminescence. inhibition, % at 20 µM. 0.32% of 330,000 active;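 active means inhibition above about 40% at 20 µM, limit read from the data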;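 further: cells challenged with 10 nM apelin-13 agonist together with compound; plate controls were apelin-13 plus DMSO wells for no effect and DMSO wells lacking apelin-13 for full effect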
# CXCR6 inh = CXCR6 (human) receptor inhibition; CHO-K1 PathHunter CXCR6 beta-arrestin, luminescence; inhibition, % at 20 µM; 0.36% of 360,000 active; in the data active means inhibition above about 34%, passing the limit was not always enough;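 further: antagonist mode with CXCL16 agonist at 10 nM final; 0% = 10 nM CXCL16 with DMSO and 100% = unstimulated wells without agonist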
# APJ ag = agonists of human APJ apelin receptor; P35414; CHO-K1 APJ PathHunter beta-arrestin, luminescence; 0% DMSO wells, 100% apelin; activation, % at 20 µM; 0.11% of 330,000 active;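 active means activation more than six SD over the plate average, tested at 20 µM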;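 further: 0% = DMSO alone and 100% = apelin-13 at 10 nM; some results filed as inactive read as strong as hits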
#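 system = engineered CHO-K1 APJ arrestin reporter cells | input = 1000 cells per well | timing = overnight seeding, 90 min compound at 25 °C, 1 h detection | measured by = enzyme-fragment complementation luminescence | read-out = beta-arrestin recruitment to APJ as agonist activity, luminescent signal | control set = negative DMSO alone, positive Apelin-13 at 10 nM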
# tim23-1 inh = tim23-1 yeast growth inhibition. S. cerevisiae tim23-1 growth, BacTiter-Glo luminescence, 24 h. inhibition, % at 20 µM. 1.3% of 330,000 active;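 active means growth inhibition of the mutant yeast at or above 50%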;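 further: temperature-sensitive mutant grown at 25 °C; plate controls were DMSO-treated mutant yeast for no effect and medium wells lacking yeast for full effect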
# Mdm2 MdmX PPI = inhibitors of human Mdm2/MdmX interaction. inhibition, % at 8 µM. SaOS-2 split-luciferase Mdm2/MdmX complementation, luminescence. O15151+Q00987. 3% of 330,000 active;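 active means inhibition of at least 50% at 8 µM in the primary screen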
# Target sequence (O15151 whole entry, looked up): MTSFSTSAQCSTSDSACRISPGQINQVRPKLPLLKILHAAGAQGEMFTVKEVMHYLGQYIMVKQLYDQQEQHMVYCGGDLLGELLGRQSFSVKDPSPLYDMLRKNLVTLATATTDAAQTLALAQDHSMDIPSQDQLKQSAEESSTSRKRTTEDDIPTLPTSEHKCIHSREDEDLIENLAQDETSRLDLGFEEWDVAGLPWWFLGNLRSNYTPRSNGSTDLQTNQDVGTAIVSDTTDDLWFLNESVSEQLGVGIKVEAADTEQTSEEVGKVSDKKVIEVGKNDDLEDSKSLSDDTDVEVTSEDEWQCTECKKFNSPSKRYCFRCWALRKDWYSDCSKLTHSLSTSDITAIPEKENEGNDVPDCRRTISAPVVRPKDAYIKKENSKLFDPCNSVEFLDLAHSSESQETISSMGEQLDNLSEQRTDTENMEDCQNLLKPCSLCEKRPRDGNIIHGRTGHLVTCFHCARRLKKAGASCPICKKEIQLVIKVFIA
# Target sequence (Q00987 whole entry, looked up): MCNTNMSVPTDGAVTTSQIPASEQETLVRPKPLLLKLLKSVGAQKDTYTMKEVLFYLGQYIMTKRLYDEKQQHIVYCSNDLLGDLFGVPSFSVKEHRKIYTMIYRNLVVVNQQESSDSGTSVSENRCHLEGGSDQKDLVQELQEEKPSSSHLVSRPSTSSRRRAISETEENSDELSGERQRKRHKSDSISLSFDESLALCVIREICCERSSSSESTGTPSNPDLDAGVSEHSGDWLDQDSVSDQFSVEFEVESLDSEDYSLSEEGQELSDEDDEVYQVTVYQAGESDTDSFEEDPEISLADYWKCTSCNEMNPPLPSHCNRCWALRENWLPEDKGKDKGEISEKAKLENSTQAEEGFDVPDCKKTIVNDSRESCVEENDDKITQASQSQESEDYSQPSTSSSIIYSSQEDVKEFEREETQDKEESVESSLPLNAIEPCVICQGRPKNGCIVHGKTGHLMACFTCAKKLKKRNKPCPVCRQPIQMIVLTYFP
# EBI2 block = EBI2 (human) antagonism. P32249. EBI2 beta-arrestin recruitment, luminescence, 7a,25-OHC stimulated. inhibition, % at 5 µM. 0.81% of 360,000 active. AID 651636; in the data active means inhibition above about 38%;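 further: enzyme fragment complementation signal reports receptor beta-arrestin coupling in cells; 0% = agonist plus DMSO wells and 100% = wells without agonist; some results beyond the cut were filed as inactive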
# XBP1 UPR activ = activators of adaptive arm of unfolded protein response (XBP1) | activation, % at 20 µM | CHO-XBP1 luciferase reporter, IRE1-XBP1 UPR activation, luminescence; percent of tunicamycin response, DMSO as zero | 0.33% of 330,000 active;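 active means versus positive control, 20 µM dose yields 30% or more activation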;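 further: 100% = tunicamycin at 10 µg/mL and 0% = DMSO only wells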
#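 Material: CHO-XBP1 cells stably carrying IRE1-XBP1-driven luciferase reporter | Medium: F12 with 10% serum | Compound dosing: 20 µM single concentration, DMSO 1% | Incubation: Overnight seeding at 37 °C, 6 h compound treatment at 37 °C | Detection: Steady-Glo luminescence read | Read-out basis: % activation of reporter signal versus tunicamycin and DMSO controls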
# * hit, by the source's call; · = no result given. An excerpt; the hit share may differ from the screen's.
item | Structure | CHOP UPR activ | CCR6 antag | APJ antag | CXCR6 inh | APJ ag
1 | CCC(O)C1CCN(C(=O)c2cc(COc3ccc(F)cc3F)on2)CC1 (configuration not stated) | 1.6 | -2 | 12 | 4 | 1
2 | Cc1nn(-c2ccccc2)c(C)c1NC(=O)COC(=O)c1cc(Cl)ccc1O | 0.7 | 3 | 16 | -3 | 6
3 | Cc1ccnc(NC(=O)CSc2cc(=O)n(C)c3ccccc23)c1 | -2.2 | 5 | 1 | 4 | 0
4 | COc1ccc(CC(=O)NCC2CCCN(Cc3cc(OC)cc(OC)c3)C2)cc1 (configuration not stated) | -0.2 | 14 | 4 | 12 | -2
5 | CCOC(=O)C1CCCN(C(=O)c2ccccc2SCCOC)C1 (configuration not stated) | -1.1 | 4 | 26 | -5 | -5
6 | CC1(c2cccc(Br)c2)NC(=O)N(CC(=O)Nc2ccc3c(c2)OCO3)C1=O (configuration not stated) | -4.0 | 8 | 15 | -3 | 0
7 | COc1ccc2c(c1)c(C(=O)O)c(C)n2-c1ccc(Cl)cc1 | -2.4 | 9 | 16 | 1 | -1
8 | CCOC(=O)C1=C(C)N(c2ccc(C)c(C)c2)C(=O)/C1=C\c1ccco1 | 2.0 | 20 | 6 | 5 | -5
9 | Cn1ncnc1SCc1cn2cccnc2n1 | 1.3 | 11 | -11 | 1 | 0
10 | C[C@H](CO)N1C[C@H](C)[C@@H](CN(C)C(=O)Nc2ccccc2)Oc2c(NC(=O)C3CCCCC3)cccc2C1=O | 0.5 | 11 | 23 | 4 | 0
11 | CS(=O)(=O)NCc1ccccc1Br | 3.0 | · | -3 | · | -1
12 | COCCN(CC(=O)NCC1CCCO1)C(=O)CCC(=O)Nc1cc(C)ccn1 (configuration not stated) | -1.4 | 12 | 5 | -4 | -1

item | tim23-1 inh | Mdm2 MdmX PPI | EBI2 block | XBP1 UPR activ
1 | 30 | 3 | 0 | -6
2 | 34 | -2 | 1 | -2
3 | 5 | 83* | -7 | -3
4 | 2 | -27 | 9 | -4
5 | 17 | 1 | -4 | -4
6 | -12 | 19 | -12 | -1
7 | 33 | -25 | -1 | -5
8 | 32 | 1 | -10 | -1
9 | -4 | -13 | 0 | 0
10 | 14 | 10 | -8 | -2
11 | -7 | 12 | · | -1
12 | -3 | 7 | 0 | 1

# The closing 2 entries of the part before are carried over, then new ones follow:
item | Structure | CHOP UPR activ | CCR6 antag | APJ antag | CXCR6 inh | APJ ag
11 | CS(=O)(=O)NCc1ccccc1Br | 3.0 | · | -3 | · | -1
12 | COCCN(CC(=O)NCC1CCCO1)C(=O)CCC(=O)Nc1cc(C)ccn1 (configuration not stated) | -1.4 | 12 | 5 | -4 | -1
13 | COc1ccc(CCN(C)C(=S)Nc2ccc(SC(F)F)cc2)cc1OC | 0.9 | 23 | 4 | -1 | 0
14 | COc1ccc(-n2c(C)nc(=O)c(-c3ccccc3)c2C)cc1 | -0.6 | -7 | 7 | -6 | -1
15 | COC(=O)CSCc1nc2ccccc2[nH]c1=O | 0.1 | 11 | 8 | 6 | -2
16 | COc1cc(OC)cc(C(=O)N2CCN(C(=O)Cc3ccccc3)CC2)c1 | 0.0 | 3 | -5 | -4 | -1
17 | Cc1cccc(NC(=S)N/N=C(\c2ccccc2)C(C)C)c1 | 3.8 | 21 | 15 | 4 | -6
18 | N#CC1=C(N)S[C@H](C(=O)C23CC4CC(CC(C4)C2)C3)[C@H]1c1ccncc1 | -0.7 | 23 | 10 | -2 | 4
19 | CC(=O)N1CCN(c2ccccc2NC(=O)Cc2ccc(Cl)cc2)CC1 | -0.8 | 3 | 1 | 5 | -1
20 | COCCNC(=O)c1sc2nc(-c3ccccc3)cn2c1C | 1.3 | -4 | -11 | 0 | -2
21 | c1ccc(-c2n[nH]c(-c3ccccn3)n2)cc1 | 3.8 | 23 | 21 | 4 | -3
22 | COc1cccc2cc(-c3nc(-c4cccs4)cs3)c(=O)oc12 | 3.3 | -7 | -6 | 6 | -4
23 | CCC(=O)Nc1ccc2c(c1)nc1n2CCN(CCOC)C1 | 1.1 | 3 | -6 | 3 | 2
24 | Cc1cc(C)nc(SCC(=O)c2cc3ccccc3oc2=O)n1 | -2.2 | 31 | 13 | -3 | -6

item | tim23-1 inh | Mdm2 MdmX PPI | EBI2 block | XBP1 UPR activ
11 | -7 | 12 | · | -1
12 | -3 | 7 | 0 | 1
13 | 12 | -4 | 9 | 0
14 | 11 | -6 | -6 | -3
15 | -4 | 21 | -3 | -3
16 | 8 | 19 | 4 | -3
17 | 40 | 0 | -1 | 1
18 | 28 | 13 | -2 | 9
19 | 15 | 19 | -5 | -1
20 | 13 | 13 | -6 | 3
21 | 9 | -64 | -11 | -4
22 | -2 | -29 | 20 | 5
23 | 10 | -15 | -7 | -6
24 | 50* | 3 | -2 | 1

# Whole records as entered above.
# Cc1cccc(NC(=S)N/N=C(\c2ccccc2)C(C)C)c1 reads CHOP UPR activ = 3.8; CCR6 antag = 21; APJ antag = 15; CXCR6 inh = 4; APJ ag = -6; tim23-1 inh = 40; Mdm2 MdmX PPI = 0; EBI2 block = -1; XBP1 UPR activ = 1
# COc1cc(OC)cc(C(=O)N2CCN(C(=O)Cc3ccccc3)CC2)c1 reads CHOP UPR activ = 0.0; CCR6 antag = 3; APJ antag = -5; CXCR6 inh = -4; APJ ag = -1; tim23-1 inh = 8; Mdm2 MdmX PPI = 19; EBI2 block = 4; XBP1 UPR activ = -3

# Following part:
item | Structure | CHOP UPR activ | CCR6 antag | APJ antag | CXCR6 inh | APJ ag
25 | COc1ccc2nc(N(CCN(C)C)C(=O)c3ccc4ccccc4c3)sc2c1 | -0.6 | 23 | 2 | 9 | -3
26 | Cc1cc(N2CCN(C)CC2)nc2ccc(NC(=S)NCc3cccs3)cc12 | 0.0 | 25 | 8 | 4 | -2
27 | CCOc1ccc(OCc2ccc(C(=O)NN=Cc3ccc[nH]3)cc2)cc1 | 3.0 | -11 | -27 | -2 | 3
28 | COc1ccc(Nc2nnc(SCC(=O)/C=C3/N(C)c4ccccc4C3(C)C)s2)cc1 | -0.8 | 6 | 3 | -2 | 2
29 | O=C(O)CCc1nnc(SCC(=O)Nc2ccc(Br)cc2)[nH]c1=O | -1.9 | -8 | 7 | -2 | -2
30 | COc1ccc(C2NC3=C(CCCC3)C(C#N)(C#N)C2(C#N)C#N)cc1 (configuration not stated) | 0.5 | · | -30 | · | 5
31 | O=C(NCCc1ccc(F)cc1)N1CCOCC1 | -0.6 | -1 | -17 | 2 | 2
32 | Cn1c(CNC(=O)c2ccccc2F)nnc1SCc1nc2ccccc2c(=O)[nH]1 | 2.2 | · | 23 | · | -3
33 | CCOc1ccc(C2=CSC3=NCCN23)cc1[N+](=O)[O-] | 1.8 | -6 | 8 | 6 | -2
34 | CC1CCCN(c2ccc(C(=O)OCn3nnc4ccccc4c3=O)cc2[N+](=O)[O-])C1 (configuration not stated) | 2.7 | 22 | 6 | 13 | -3
35 | CCNc1nc(NC(C)C)nc(N(C#N)C(C)C(=O)N(CC)CC)n1 (configuration not stated) | -2.1 | -1 | 15 | -3 | -1
36 | C=CCn1c(CNC(=O)c2ccco2)nnc1SCC(=O)N1c2ccccc2Sc2ccccc21 | 2.3 | -6 | 14 | 14 | -2

item | tim23-1 inh | Mdm2 MdmX PPI | EBI2 block | XBP1 UPR activ
25 | 15 | 14 | -4 | -2
26 | 0 | 26 | 7 | 2
27 | 7 | 84* | 7 | 3
28 | 37 | 15 | 24 | -6
29 | 5 | -1 | 7 | -3
30 | 25 | 7 | · | -3
31 | 13 | -5 | -1 | 0
32 | 11 | 6 | · | -2
33 | 0 | 6 | -12 | -8
34 | 24 | 7 | 5 | -1
35 | 10 | 1 | -4 | -1
36 | 12 | 22 | 11 | -2

# Just APJ antag and CXCR6 inh, for some of the entries so far:
no.	structure	APJ antag	CXCR6 inh
35	CCNc1nc(NC(C)C)nc(N(C#N)C(C)C(=O)N(CC)CC)n1 (configuration not stated)	15	-3
25	COc1ccc2nc(N(CCN(C)C)C(=O)c3ccc4ccccc4c3)sc2c1	2	9

# As entered above.
# Reading for COc1cccc2cc(-c3nc(-c4cccs4)cs3)c(=O)oc12 under CCR6 antag: -7
# Reading for CCC(O)C1CCN(C(=O)c2cc(COc3ccc(F)cc3F)on2)CC1 (configuration not stated) under CHOP UPR activ: 1.6
# Reading for CC(=O)N1CCN(c2ccccc2NC(=O)Cc2ccc(Cl)cc2)CC1 under CXCR6 inh: 5
# Reading for COc1ccc2nc(N(CCN(C)C)C(=O)c3ccc4ccccc4c3)sc2c1 under EBI2 block: -4
# Reading for Cc1cccc(NC(=S)N/N=C(\c2ccccc2)C(C)C)c1 under CXCR6 inh: 4
# Reading for CCOc1ccc(C2=CSC3=NCCN23)cc1[N+](=O)[O-] under Mdm2 MdmX PPI: 6

# Next entries follow.
item | Structure | CHOP UPR activ | CCR6 antag | APJ antag | CXCR6 inh | APJ ag
37 | CCOC(=O)c1cc(S(=O)(=O)Nc2ccc(F)cc2F)cn1C | -2.5 | 9 | 5 | 1 | 0
38 | CC(=O)N1CCN(C(=O)c2cc(C)oc2C)CC1 | 1.0 | -17 | 15 | 0 | -1
39 | Nc1c(Cl)nc(-c2ccccc2)nc1Cl | 0.9 | -5 | -5 | -7 | -3
40 | CC(=O)c1c(C)[nH]c(C(=O)Nc2cc(C)ccc2C)c1C | 1.7 | 20 | 20 | 6 | -2
41 | Cn1c(=O)c2c(ncn2CC(=O)N2CCN(c3ccc(F)cc3)CC2)n(C)c1=O | -1.8 | -1 | 6 | 1 | -1
42 | O=C1CCN(Cc2ccc(Br)cc2)CCN1[C@H](CO)c1ccccc1 | -2.1 | 8 | -9 | -4 | 2
43 | O=C(O)CSc1c(O)c2ccccc2[nH]c1=O | -0.1 | -8 | 0 | 5 | 2
44 | CCc1ccc(NC(=O)c2cccc(C(=O)Nc3ccc(CC)cc3)n2)cc1 | 3.1 | -10 | -4 | 0 | -1
45 | COc1ccccc1NC(=O)c1ccc(-n2cncn2)nc1 | 1.4 | 17 | 5 | 6 | -3
46 | Clc1ccc2scc(CN3CCCC3)c2c1 | -1.5 | 3 | 2 | 5 | 0
47 | CC1(C)CC(CCC(=O)Nc2ccccc2Cl)C(=O)O1 (configuration not stated) | -0.7 | 4 | 5 | 0 | -1

item | tim23-1 inh | Mdm2 MdmX PPI | EBI2 block | XBP1 UPR activ
37 | 6 | 22 | 12 | -4
38 | 5 | -27 | 4 | 3
39 | 19 | 12 | -2 | 0
40 | 19 | 17 | -9 | -3
41 | 1 | -2 | 1 | -2
42 | 3 | 0 | 1 | 2
43 | 5 | -19 | -10 | -3
44 | 9 | 9 | 3 | -2
45 | 0 | 3 | -1 | -2
46 | -7 | 1 | 8 | 0
47 | 6 | 3 | 1 | 3
